# Screening results: PubChem BioAssay, ICCB-Longwood Screening Facility, Harvard Medical School
# PV pol inh – poliovirus RdRp elongation inhibitors, primary screen, biochemical, fluorescence polarization, total intensity | Genome polyprotein (Poliovirus type 1 (strain Mahoney)), P03300 | poliovirus polymerase elongation; active compounds read low | % elongation, % (compound at 16.7 µg/mL) | 150,000 compounds, 0.66% hits | AID 588519, 2011; in the data active = % elongation below about 90%; also: some results filed as inactive read as strong as hits
# Target sequence (P03300 1749-2209 limits assumed): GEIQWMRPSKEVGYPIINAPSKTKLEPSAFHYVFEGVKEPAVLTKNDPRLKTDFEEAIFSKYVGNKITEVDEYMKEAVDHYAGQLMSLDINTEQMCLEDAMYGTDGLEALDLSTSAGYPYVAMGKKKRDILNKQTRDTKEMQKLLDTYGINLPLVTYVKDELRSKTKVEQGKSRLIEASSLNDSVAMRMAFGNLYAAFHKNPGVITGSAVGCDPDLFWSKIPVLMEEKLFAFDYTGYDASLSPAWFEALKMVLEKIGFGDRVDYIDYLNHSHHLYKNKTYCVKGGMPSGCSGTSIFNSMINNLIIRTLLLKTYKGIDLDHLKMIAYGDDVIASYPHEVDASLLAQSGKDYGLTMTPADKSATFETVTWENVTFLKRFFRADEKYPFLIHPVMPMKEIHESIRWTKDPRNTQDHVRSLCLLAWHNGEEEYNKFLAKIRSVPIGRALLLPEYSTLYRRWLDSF
# PV pol inh FP z-score – further read-out of PV pol inh, marked with its call; z-score; measured here: FP z-score; hits read low
# Active calls of the source: *.
no.	canonical_smiles	PV pol inh	PV pol inh FP z-score
1	COc1c[nH]n(C(C)(C)C)c(=O)c1=O	100	-0.1
2	CCOC(=O)C1=C(c2ccc(OC)cc2)NC(=O)NC1c1ccc(OC)cc1 (configuration not stated)	101	-0.5
3	O=C(NCc1ccc(Cl)cc1)NCc1noc2ccccc12	111	0.7
4	CC(C)NC(=O)CCSc1nc(-c2ccco2)cc(C(F)(F)F)n1	100	0.1
5	c1ccc(Nc2ccccn2)cc1	100	-0.4
6	Cc1ccc(S(=O)(=O)c2nc(-c3cccs3)oc2SCc2ccc(F)cc2)cc1	109	1.1
7	CC(=O)NC(c1ccccc1)c1cccnc1 (configuration not stated)	100	-0.4
8	Cc1c(C(=O)NCc2ccc(F)cc2)sc2nc(-c3ccccc3)cn12	112	1.1
9	COC(=O)c1ccccc1NC(=O)Cn1c(=O)cc(C)c2c(C)nn(-c3cccc(Cl)c3C)c21	108	0.2
10	CCCCN(Cc1ccccc1)S(=O)(=O)c1ccc2c(c1)CC(C)N2C(=O)CC (configuration not stated)	108	-0.2
11	Cc1oc(C(C)(C)C)cc1C(=O)NCc1ccc(C(=O)O)o1	102	0
12	COc1ccccc1-c1cc(C(F)(F)F)nc(NCc2ccco2)n1	97	-0.5
13	CN(C)C(=O)COC(=O)c1cc2ccccc2oc1=O	103	0.2
14	O=C(O)CCn1c(-c2ccc(F)cc2)n[nH]c1=S	104	0
15	COCc1cc(=O)[nH]c(/N=C(\N)Nc2ccc(F)cc2)n1	104	0.4
16	O=C(CCS(=O)(=O)c1ccc(Br)cc1)Nc1ccc(F)cc1F	101	-0.4
17	Cc1cccc(C)c1NC(=O)CSc1nc(-c2cccs2)cc(C(F)(F)F)n1	101	-0.6
18	COc1ccc(C2NC(=O)N(C)C3=C2C(=O)N(c2ccccc2)C3)cc1 (configuration not stated)	102	-0.3
19	CN1C(=O)c2ccccc2N2C(=O)CCC12C(=O)OCN1C(=O)c2ccccc2C1=O (configuration not stated)	106	-0.5
20	CCN(Cc1ccncc1)C(=O)c1ccc(Cl)c(Cl)c1	103	0.5
21	O=c1[nH]nc(SCc2ccc(Cl)cc2)c(=O)[nH]1	101	-0.1
22	O=C(CP(=O)(c1ccccc1)c1ccccc1)N1CCCCC1	102	-0.1
23	COc1ccc(C2CC(c3ccc4ccccc4c3)=NN2C(=O)Cn2cnnc2C#N)cc1 (configuration not stated)	103	-0.1
24	COc1ccc(NC(=O)c2cc(C)nc3c2c(C)nn3-c2ccc(C)cc2)cc1OC	106	-0.4
25	COc1cc(C(=O)OCC(=O)NC2C3CC4CC(C3)CC2C4)cc2c1OCCO2 (configuration not stated)	106	0.2
26	O=C1CSc2cc(S(=O)(=O)NN3CCOCC3)ccc2N1	100	-0.4
27	COc1ccc(CNC(=O)c2nc(SCc3ccc(C)cc3)ncc2Cl)cc1	101	-1
28	O=C(NCc1ccccc1Cl)C1CCN(S(=O)(=O)N2CCCCC2)CC1	103	0.7
29	CCc1ccc(S(=O)(=O)/N=C2\C=CC(=O)c3ccccc32)cc1	74*	-6.7*
30	CCN(c1ccccc1)c1nnc(NC(=O)Nc2cccc(Br)c2)s1	107	-0.2
31	CCN(CC)S(=O)(=O)c1cccc(C(=O)N2CCCC2=C(C#N)C#N)c1	95	-1.4
32	Cc1nn(-c2ccccc2)c2sc(C(=O)N=Nc3[nH]c(N)c4ccccc34)cc12	98	-0.3
33	O=C(OCCNc1ncc(C(F)(F)F)cc1Cl)C1CCC1	97	-0.4
34	O=C(CCn1c(=O)c2cccn2c2cccnc21)N1CCN(c2cccc(C(F)(F)F)c2)CC1	111	0.7
35	CCOC(=O)C1CCN(c2ccc(-c3cccs3)nn2)CC1	99	-0.7
36	CCN1c2ccccc2-n2cccc2C12CCN(C(=O)Nc1ccccc1C(F)(F)F)CC2	107	0.3

# An excerpt of these results, with each value named:
31: CCN(CC)S(=O)(=O)c1cccc(C(=O)N2CCCC2=C(C#N)C#N)c1
  PV pol inh: 95	PV pol inh FP z-score: -1.4
32: Cc1nn(-c2ccccc2)c2sc(C(=O)N=Nc3[nH]c(N)c4ccccc34)cc12
  PV pol inh: 98	PV pol inh FP z-score: -0.3

# (cont.)
no.	canonical_smiles	PV pol inh	PV pol inh FP z-score
37	Cc1ccc(NC(=O)CN2C(=O)CCc3cc(S(=O)(=O)N4CCOCC4)ccc32)cc1F	108	0.4
38	Cc1ccccc1N(C(=O)c1cccs1)c1nc2ccccc2s1	105	0.3
39	Cc1ccc(-c2csc(-n3sc4ccccc4c3=O)n2)cc1	99	-1.5
40	S=C(NC1CCCC1)NN1CCOCC1	101	0.3
41	COc1cc2[nH]c(=O)c(C(=O)NC3CCCC3)c(O)c2cc1OC	100	-0.4
42	CC(O/N=C/c1ccc2c(c1)OCO2)C(=O)N1CCc2ccccc21 (configuration not stated)	102	-0.1
43	CCCN(c1c(C)n(C)n(-c2ccccc2)c1=O)S(=O)(=O)c1ccc(C)cc1	97	-2.1
44	O=C(c1cc2ccccc2oc1=O)N(Cc1cccc(Cl)c1)C1CCS(=O)(=O)C1 (configuration not stated)	106	0.3
45	COc1ccc(CNC(=O)c2c3c(nc4ccccc24)C(=O)N(C2CCCCC2)C3)c(OC)c1	103	-0.2
46	c1csc(-c2nnc(SCc3cscn3)n2C2CC2)c1	105	0.3
47	Cc1ccc(S(=O)(=O)c2nnn3c2nc(NCc2ccc(F)cc2)c2sccc23)cc1	111	0.6
48	CC(C)CCN1COc2ccc3c4c(oc3c2C1)C(=O)c1ccccc1C4=O	92	-1.5

# Of the compounds above, 2 have a tert-butyl group:
no.	canonical_smiles	PV pol inh	PV pol inh FP z-score
1	COc1c[nH]n(C(C)(C)C)c(=O)c1=O	100	-0.1
11	Cc1oc(C(C)(C)C)cc1C(=O)NCc1ccc(C(=O)O)o1	102	0

# More entries.
no.	canonical_smiles	PV pol inh	PV pol inh FP z-score
49	CCn1c(SCC(=O)N=Nc2c(O)[nH]c3c(C)cc(C)cc23)nnc1-c1ccc(C)cc1	100	-0.6
50	COc1ccccc1NC(=O)CC(C)n1nc(C)cc1C (configuration not stated)	104	-0.4
51	CCOC(=O)N1CCC(NC(=O)c2nccnc2C(=O)Nc2ccc(C)cc2)CC1	101	0
52	CCc1cc2c(=O)c(-c3nc(C)cs3)c(N)oc2c(CN2CCCCC2)c1O	105	0.2
53	CSc1ccc(CCNC(=O)Cn2nc(C)n3c(cc4sccc43)c2=O)cc1	106	0
54	CCCc1ccc(S(=O)(=O)NCC2CCCN2CC)cc1 (configuration not stated)	106	0.4
55	COCc1cc(=O)[nH]c(/N=C(\N)Nc2ccccc2)n1	104	0.8
56	CCOc1ccccc1NC(=O)Cn1c2ncccc2c(=O)n1-c1ccc(C)c(C)c1	107	0
57	CCNC(=O)c1cc2sccc2n1Cc1ccccc1	100	-0.5
58	CCC(=O)N(C(=O)CC)c1cc2oc3ccccc3c2cc1OC	99	-0.2
59	CCCc1nc2nc(C)c(NS(=O)(=O)Cc3ccccc3)c(=O)n2[nH]1	99	-0.1
60	O=C1C=CC(=NSc2ccccc2)C=C1	103	0.3
61	CC1CC(CC(C)C(=O)NC(=S)Nc2ccc(S(N)(=O)=O)cc2)C(=O)O1 (configuration not stated)	101	0.4
62	COc1ccc2ncc(S(=O)(=O)c3ccccc3)c(N3CCC4(CC3)OCCO4)c2c1	106	1.2
63	CN1C(=O)CC(=O)N(C)c2cc(S(=O)(=O)N(C)Cc3ccccc3)ccc21	110	0.1
64	Cc1ccc(NC(=O)c2cc(S(=O)(=O)N3CCc4ccccc43)cn2C)c(Cl)c1	104	-0.4
65	CCOC(=O)c1oc2ccccc2c1CN1CCN(C(=O)c2ccccc2)CC1	104	0.5
66	COc1ccc(C2CC(=O)NC(NC(=S)NC(C)C)=N2)cc1 (configuration not stated)	102	0.1
67	CC1CCc2c(sc3c2C2=NS(=O)(=O)CCN2C=N3)C1 (configuration not stated)	103	0
68	O=C(NCc1ccco1)C1CC1(c1ccccc1)c1ccccc1 (configuration not stated)	99	-0.2
69	COC(=O)c1c(-c2ccccc2)csc1N	94	-3
70	CCOC(=O)OC(C)OC(=O)[C@@H]1N2C(=O)[C@@H](NC(=O)[C@H](N)c3ccccc3)[C@H]2SC1(C)C (some centres not stated)	99	0
71	Cc1cccc(CCNc2ncnc3onc(-c4ccc(Cl)cc4)c23)c1	106	-0.3
72	COC(=O)c1ccc(COC(=O)c2csc3c2CCCC3)o1	103	0.1
73	Nc1ccccc1C(=O)OC1CSC1	98	-0.5
74	Cn1c(C(=O)NCc2cccc(Cl)c2)cc2oc3ccccc3c21	113	1.2
75	CCOc1ccc(-n2c(SCc3nc(-c4ccc(OC)cc4)no3)nnc2-c2ccncc2)cc1	112	1.4
76	CC(C)=CCCC(C)CN1CCN(c2ccc(Cl)cc2)CC1 (configuration not stated)	100	-0.3
77	CCOC(=O)c1noc2ncn(Cc3cccc(C#N)c3)c(=O)c12	111	1
78	CC1(C)CC(N2NC(=O)C(Cc3ccccc3)C2=O)CCS1 (configuration not stated)	101	0
79	CCOc1ccc(-n2c(SCC(=O)Nc3cccc(Cl)c3)nc3c(oc4ccccc43)c2=O)cc1	101	-1.1
80	COc1cc(CNc2ccccc2)cc(OC)c1OC	105	0.2
81	Cn1c2ccccc2c2c(C(=O)N3CCN(c4ccccc4)CC3)cn(C3CCCCC3)c(=O)c21	104	1.2
82	CC[N+](C)(CC)CCOC(=O)C1c2ccccc2Oc2ccccc21	100	0.1
83	COC(=O)c1cc(NC2c3ccccc3C(=O)N2Cc2ccco2)cc(C(=O)OC)c1 (configuration not stated)	100	0
84	CCCCn1c(=O)[nH]c(=O)c2c1nc(COC(=O)C1(Cc3nc4ccccc4s3)CCCC1)n2C	104	0.2
85	O=C(NCCc1ccccc1)c1ccc(CS(=O)(=O)Cc2ccccc2F)o1	103	0.7
86	COc1ccccc1N1CCN(C(=O)CSc2nc3ccccc3nc2Cc2ccc(F)cc2)CC1	105	-0.1
87	O=C(NCc1cccnc1)c1cccc2sc(N3CCCc4ccccc43)nc12	103	-0.1
88	CC1(C)CC(=O)C2=C(C1)Nc1ccccc1N(C(=S)Nc1ccccc1)C2c1ccco1 (configuration not stated)	96	-1.2
89	COc1ccc(NCc2nc3ccccc3n2CCOc2ccccc2C)cc1	105	-0.2
90	O=C(Nc1cccnc1)c1cnn(-c2ccccc2)c1-n1cccc1	100	-0.5
91	O=C(NN=C1CCCCC1)c1cccc(N2CCCC2=O)c1	98	-1.3
92	CC(C)(C)NC(=O)NC(=O)CN1CCc2ccccc21	102	-0.3
93	CCOc1ccc(-n2cc(C(=O)NCCOC)c3cc(OC)c(OC)cc3c2=O)cc1	101	0.1
94	O=C(Cn1cc(SCc2ccc(Br)cc2)c2ccccc21)N1CCCCC1	120	0.6
95	Cc1nc(N(C)C2CCCCC2)c2nnn(Cc3ccc(F)cc3)c2n1	100	-0.4
96	CCCCN(C)c1nc2ccccc2c(=O)n1-c1ccc(Cl)cc1	101	-0.3
97	O=C(CSc1ncc(S(=O)(=O)c2ccc(Cl)cc2)c(=O)[nH]1)Nc1cccc(C(F)(F)F)c1	107	0.6
98	Cc1cc2c([nH]c3ccccc32)c(C)n1	99	-0.5
99	CCCN(CC(=O)Nc1cc(C)on1)CC(=O)Nc1ccccc1C	103	0
100	N#CC1=C(N)C(C#N)(C#N)C(c2cccs2)C2CN(C(=O)OCc3ccccc3)CC=C12 (configuration not stated)	101	0
101	O=C(COc1ccc(C2=Nc3ccccc3NC(c3ccccc3)C2)cc1)Nc1ccccc1 (configuration not stated)	112	1.4
102	CCOc1ccc(CCl)cc1OCC	103	0.4
103	COc1cccc(C(=O)Nc2c(C)n[nH]c2C)c1	100	0
104	COc1ccccc1OCCn1cc(/C=C2\Cc3ccccc3C2=O)c2ccccc21	106	0.9
105	CN1CCN(C(CNC(=O)C(=O)Nc2ccccc2)c2ccc3c(c2)OCO3)CC1 (configuration not stated)	109	0.3
106	Cc1cc(S(=O)(=O)N2CCCC2)ccc1-n1cnnn1	99	-0.4
107	N#CCC(=O)Nc1ccc2c(c1)OCCO2	102	0.1
108	Cc1[nH]c2ccccc2c1C(=O)C(C)OC(=O)c1ccccc1-n1cnnn1 (configuration not stated)	102	-0.2

# Single values from the results shown:
# Entry for cpd 50 under PV pol inh: 104
# Entry for cpd 98 under PV pol inh FP z-score: -0.5
# Entry for cpd 13 under PV pol inh: 103

# (list continues)
no.	canonical_smiles	PV pol inh	PV pol inh FP z-score
109	Cc1ccc(-c2ccc(OC(=O)c3ccccc3F)cc2)cc1	106	0.3
110	COc1cccc(NC(=O)c2c(OC)cccc2OC)c1	98	-0.4
111	COc1ccc(-c2noc(=O)n2CC(=O)Nc2ccccc2C)cc1	101	-0.4
112	CN(C(=O)c1cc(=O)c2ccccc2o1)C1(c2ccccc2Cl)CCCCC1=O (configuration not stated)	102	-0.2
113	O=C(Nc1ccc(-c2nc3ccccc3s2)cc1)Nc1cc(F)cc2c1OCOC2	109	1
114	CNc1nc2c(c(=O)[nH]c(=O)n2C)n1Cc1cccc2ccccc12	101	-0.1
115	Cc1cc2c(cc1S(=O)(=O)CCC(=O)NCc1ccco1)OCC(=O)N2	103	0.1
116	O=C(Nc1ccccc1C1CC1)c1cccs1	103	0.6
117	CCc1ccc(Nc2nnc(SCC(=O)NC(=O)CN3CCCC3=O)s2)cc1	101	-0.3
118	CN(C)S(=O)(=O)c1ccc(C(=O)NCCSc2c(-c3ccccc3)[nH]c3ccccc23)cc1	105	-0.1
119	CCSc1nc(-c2cccc(Cl)c2)nc2c1Cc1c(CO)cnc(C)c1O2	106	-0.1
120	CCNc1oc(COc2ccc(OC)cc2)nc1C#N	106	0.4
121	NC(=O)COC(=O)c1sc2cc(F)ccc2c1Cl	102	-0.1
122	O=C(CSc1ccc2ccccc2n1)NCCCN1CCCC1=O	100	-0.1
123	CC(Sc1nnc(C2CCCCC2)n1-c1cccc(Cl)c1)C(=O)O (configuration not stated)	102	0.2
124	NC(=O)CN1C(=O)C2(SCC(=O)N2c2cccc(F)c2)c2ccccc21 (configuration not stated)	112	0.7
125	CC(C)c1nnc(SCC(=O)NC(C)(C)C)n1C	103	0.6
126	CC(C)(C)n1ncc2c(=O)n(CC(=O)N3CCCC3)cnc21	99	-0.6
127	O=C1c2ccccc2C(=O)N1CCSc1n[nH]c(-c2ccccc2F)n1	102	-0.3
128	O=C(NC(=O)N1CCCc2ccccc21)c1ccccc1	98	-1.5

# These rows are one share of the data (hit frequency here may not be typical).
